Anthrax LF inh2: anthrax lethal factor protease inhibition | AID 588501 | multiplex microsphere protease cleavage assay, LF | actives 0.12% (n = 360,000) | P15917 | inhibition, % at 10 µM; also: plate controls were buffer without enzyme for full effect and enzyme alone for no effect
BoNT F protease: blocks Botulinum neurotoxin F light chain protease; Multiplex microsphere protease cleavage assay, flow cytometry; inhibition, % at 10 µM; actives 0.22% (n = 360,000); in the data active = inhibition above about 35%, passing the limit was not always enough; inconclusive = no clear call, values can overlap the other calls; also: plate controls were buffer without enzyme for full effect and enzyme alone for no effect
CCHF vOTU inh: CCHFV vOTU protease inhibition; Pep-AMC fluorescence; actives 0.55% (n = 370,000); inhibition, % at 11.5 µM; in the data active = inhibition above about 30%; also: 0% = vehicle wells with enzyme and 100% = no enzyme wells
PfHsp40 rescue: rescue of PfHsp40-mediated yeast toxicity. actives 0.68% (n = 340,000). AID 504582. S. cerevisiae expressing PfHsp40, growth rescue, ATP luminescence. growth rescue, % at 12.5 µM; in the data active = growth rescue above about 28%, passing the limit was not always enough; inconclusive = no clear call, values can overlap the other calls;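 also: yeast W303a lacking pdr1 and pdr3 grown in galactose medium; growth measured after three days at 30 °C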
FadD28 FP inh: inhibitors of Mycobacterium tuberculosis FadD28 bisubstrate binding; FadD28 bisubstrate probe binding, fluorescence polarization; inhibition, % at 12.5 µM; actives 0.22% (n = 360,000); AID 588549; in the data active = inhibition above about 8.5%, passing the limit was not always enough; inconclusive = no clear call, values can overlap the other calls
BoNT-A LC inh2: BoNT A light chain protease inhibition. inhibition, % at 10 µM. actives 0.17% (n = 360,000). multiplex microsphere protease substrate cleavage, flow cytometry; also: plate controls were buffer without enzyme for full effect and enzyme alone for no effect
Y pestis TopoI: Y. pestis Topo-I inhibition via cleavage products | Y. pestis Topo-I cleavage product accumulation, plate reader | activity, % at 10 µM | actives 0.064% (n = 360,000) | AID 504884; in the data active = activity above about 50%, passing the limit was not always enough; inconclusive = no clear call, values can overlap the other calls; also: inactives centre near 2
PrPC surface inh: inhibitors of human cell surface prion protein PrPC. P04156. TR-FRET read-out. inhibition, % at 13.8 µM. actives 0.43% (n = 370,000); in the data active = inhibition above about 24%; also: 0% = median of the test wells and 100% = reference compound wells
TcdB GH inh: TcdB glycohydrolase inhibition; P18177; TcdB glycohydrolase enzymatic assay, plate reader; inhibition, % at 9.99 µM; actives 0.24% (n = 350,000); AID 652162; in the data active = inhibition above about 10%
The depositor's hits bear a star; u = inconclusive; x = no result given. Rule as the data show it, unless noted: active = inhibition above about 30%; inconclusive = no clear call, values can overlap the other calls; inactive = below that.

Sequence of screens: Anthrax LF inh2 | BoNT F protease | CCHF vOTU inh | PfHsp40 rescue | FadD28 FP inh | BoNT-A LC inh2 | Y pestis TopoI | PrPC surface inh | TcdB GH inh
1) Cc1onc(-c2ccccc2)c1C(=O)N/N=C/c1ccc([N+](=O)[O-])s1
 : 2 | -10 | 2 | 2.9 | -1.8 | 5.3 | -6 | -30 | x
2) CC(C)c1cc(C(=O)N2CCCC(CCC(=O)N3CCN(c4ccccn4)CC3)C2)no1 (stereo not given)
 : 4 | -2 | -9 | -0.5 | -1.7 | 0.1 | 22 | -3 | 1.3
3) Fc1ccc(-n2cc(CNCCc3cccnc3)c(-c3ccccc3Cl)n2)cc1
 : 0 | -13 | -7 | -0.8 | -3.0 | -0.4 | 6 | -4 | 2.5
4) COc1ccc(OC)c(CNc2ncc(-c3cccc([N+](=O)[O-])c3)n2C)c1
 : 2 | u | -7 | 4.6 | -0.7 | -5.2 | -2 | -19 | 1.3
5) CSc1nc(=O)n(CCC#N)nc1SC
 : 3 | 8 | 0 | x | -4.3 | -0.1 | x | -2 | 0.0
6) CCOC(=O)N1CCN(C(=O)Nc2ccc3nc(-c4ccccn4)c(-c4ccccn4)nc3c2)CC1
 : -2 | 1 | -1 | 0.2 | -10 | 1.4 | 13 | -21 | x
7) Cc1ccc(C2C(C#N)=C(N)Oc3c2c(=O)n(C)c(=O)n3C)cc1 (stereo not given)
 : -2 | -4 | 17 | 0.5 | -0.2 | -0.5 | 0 | 0 | x
8) O=C(c1ccc(Cl)cc1)c1ccc(OCC(O)CN2CCOCC2)cc1 (stereo not given)
 : -5 | -13 | 4 | -0.5 | -1.2 | -0.7 | -9 | 2 | x
9) Cc1ccc(C(C(=O)NC2CCCC2)N2CCCC(C)C2)cc1 (stereo not given)
 : -14 | -8 | -2 | -1.2 | -0.6 | -1.2 | 10 | 10 | -3.8
10) O=C(NC1CCCc2c1cnn2-c1ccccc1F)c1ccncc1 (stereo not given)
 : 2 | 7 | 1 | x | -1.9 | -0.2 | 1 | 5 | 0.6
11) Cc1csc2c(N3CCN(C(=S)Nc4ccc(F)cc4F)CC3)ncnc12
 : -7 | -1 | 5 | -0.8 | 0.4 | 1.0 | -8 | 10 | -0.9
12) O=C(Cn1cnc2c(nnn2Cc2ccc(Cl)cc2)c1=O)N1CCCc2ccccc21
 : -4 | 1 | -11 | -0.1 | -0.7 | 0.0 | 13 | -3 | 1.9
13) O=C(CCc1nnc(CCCc2ccccc2)o1)NC(C1CC1)C1CC1
 : -2 | -4 | 8 | 0.4 | -0.3 | -0.5 | 9 | 4 | x
14) CCOC(=O)c1cc(NC(=O)NC2CCCCC2)c(C)nc1C
 : -9 | 0 | 0 | -0.3 | -2.0 | -1.4 | -2 | -9 | -0.7
15) Cc1ccc2nc(-c3ccc(NC(=O)CN4C(=O)c5ccccc5C4=O)cc3)sc2c1
 : 0 | -3 | -37 | -0.8 | -2.4 | 0.6 | -5 | 0 | x
16) C=CCn1c(SCC(=O)Nc2c(C)cccc2C)nnc1-c1cnccn1
 : -4 | 5 | 2 | -1.4 | -1.8 | -0.6 | 4 | -1 | x
17) Cc1ccnc(N/N=C/c2ccccc2)n1
 : 0 | 4 | 5 | -0.1 | -4.3 | 0.5 | 1 | -1 | x
18) CCc1cc(/C(Cc2ccc3ccccc3n2)=N\O)c(O)cc1O
 : -1 | -14 | 4 | -0.3 | -3.8 | -0.3 | -11 | 5 | x
19) COc1cc(C(=O)NCC(=O)OCC(=O)Nc2nnc(-c3ccccc3)o2)cc(OC)c1OC
 : -5 | -5 | 8 | -1.7 | -0.5 | -1.5 | 4 | 2 | 1.5
20) CCOc1ccc(C(=O)CCN2CCCCCC2)cc1
 : 4 | 1 | -5 | 2.3 | -1.9 | 0.3 | 2 | 6 | x
21) CC(=O)N1[C@H](Cc2ccccc2)C=C[C@]1(C)C(=O)NCc1ccc(C)o1
 : -3 | -6 | x | -0.4 | -1.9 | -0.4 | 8 | x | x
22) O=C(O)C(O)(c1ccccc1)C1CCCCC1 (stereo not given)
 : -10 | u | -11 | -0.3 | -0.9 | 1.8 | 6 | -1 | 0.7
23) CCCCc1cc(=O)oc2cc(OS(C)(=O)=O)ccc12
 : 1 | -6 | -15 | 2.1 | -1.1 | -0.2 | -1 | 5 | x
24) COc1cc(-c2cc(-c3ccc(N)cc3)[nH]c(=O)c2C#N)cc(OC)c1OC
 : -8 | 22 | -6 | 0.4 | -1.3 | -1.3 | -8 | -12 | 1.2
25) CC(C)(C)N=Cc1cc(-c2ccccc2)sc1O
 : -8 | -6 | -10 | 2.4 | 1.0 | -0.5 | -1 | -3 | x
26) O=C(Nc1nnc(C(F)(F)F)s1)C1COc2ccccc2O1 (stereo not given)
 : 0 | 3 | 1 | 1.3 | 1.4 | -0.3 | -1 | 2 | x
27) O=C(O)C1C2C=CC(C2)C1C(=O)NCCCc1ccccc1 (stereo not given)
 : -2 | -7 | 5 | 0.9 | -0.4 | -0.8 | 4 | -3 | 0.6
28) CCn1c(SCC(=O)N/N=C/c2ccc(C)o2)nnc1-c1ccc(C(C)(C)C)cc1
 : -2 | -12 | 17 | 0.2 | -0.7 | -1.7 | 42 | 1 | x
29) CC1CCCC/C1=N\Nc1ccc(S(N)(=O)=O)cc1[N+](=O)[O-] (stereo not given)
 : -4 | -13 | -8 | -0.5 | -1.5 | -1.1 | 1 | -26 | x
30) Cc1ccc(C(=O)NC(=S)Nc2ccc(-c3ccc(CO)o3)cc2)cc1
 : -4 | 0 | 13 | 0.0 | -3.0 | 1.3 | -10 | 6 | 0.4
31) COc1ccc(S(=O)(=O)Nc2ccc(N3CCOCC3)nc2)cc1
 : -4 | -12 | 9 | u | -0.2 | -0.2 | -7 | -4 | -3.0
32) Cn1c(N)c(C(=O)COC(=O)/C=C/c2cccc(C(F)(F)F)c2)c(=O)n(C)c1=O
 : 5 | -2 | 5 | 1.6 | -2.1 | -0.4 | 1 | -2 | 2.7
33) Cc1c(Cl)cccc1NC(=O)Nn1cnnc1
 : -2 | -2 | 2 | -0.7 | 1.0 | 0.7 | 4 | 3 | -0.2
34) CC1(C)OC(=O)C2=C(C[C@@H](C3CC3)O[C@H]2CCc2cccc(Cl)c2)O1
 : 3 | 6 | 12 | x | x | 0.4 | x | 5 | 1.5
35) CCOc1ccc2nc(C)cc(Nc3cccc([N+](=O)[O-])c3)c2c1
 : -1 | -8 | 12 | -2.0 | -3.8 | 0.1 | -9 | 6 | 0.4
36) COc1ccc(CCNC(=O)Nc2nc(C(N)Cc3ccccc3)cs2)cc1OC (stereo not given)
 : -2 | -6 | 8 | x | -3.3 | -0.4 | 3 | -13 | -7.7
37) Cc1ccc(S(=O)(=O)/N=C(\Nc2cc(C)on2)c2ccc(Cl)cc2)cc1
 : -1 | -5 | 11 | 4.9 | -4.9 | -1.3 | 2 | 4 | 0.1
38) CCCCC(=O)Nc1ccc2c(c1)OCCO2
 : 4 | 27 | -4 | 0.7 | -3.9 | 2.5 | 0 | -2 | x
39) Cc1nc([N+](=O)[O-])c(Sc2nc3ccccc3[nH]2)n1Cc1ccccc1
 : -3 | 1 | 9 | 0.1 | -1.2 | 0.6 | -2 | 16 | 0.0
40) C/C(=N\NC(=O)CC1N=C(Cc2ccccc2)NNC1=O)c1ccc(Cl)cc1Cl (stereo not given)
 : -3 | -18 | 3 | 0.3 | -0.6 | 0.1 | -2 | 1 | x
41) N#CCCN(C(=O)COC(=O)CCC(=O)c1ccc(F)cc1)c1ccccc1
 : -1 | -2 | -16 | -0.6 | -1.7 | -0.2 | 5 | -4 | 1.4
42) Cc1cc2cc(CN(CCN(C)C)C(=S)NCc3ccco3)c(=O)[nH]c2cc1C
 : -9 | -46 | -8 | -1.7 | -2.6 | 5.7 | 12 | -7 | 1.5
43) COc1ccccc1NC(=O)C(C)n1cnc2c(oc3nc4c(cc32)CCCC4)c1=O (stereo not given)
 : -3 | 2 | 24 | -2.3 | -1.8 | -1.2 | 0 | -1 | -1.2
44) CCOc1ccccc1N(C)C(=O)Cn1ncc2c([nH]c3ccccc32)c1=O
 : -2 | 3 | -13 | 0.0 | -3.2 | 0.8 | 16 | -6 | 0.9
45) COc1ccc(-c2[nH]ncc2Oc2ccccc2OC)c(O)c1
 : -6 | -8 | -14 | 1.7 | -0.7 | -3.6 | -3 | -1 | x
46) O=C(CCn1c(=O)[nH]c2ccccc2c1=O)N1CC=C(c2ccccc2)CC1
 : -8 | -4 | -2 | 0.2 | -4.7 | -1.1 | 2 | 1 | 1.6
47) COCCNC(=O)C1(C)CCCN(Cc2cc3ccccc3o2)C1 (stereo not given)
 : -5 | -4 | 2 | x | -2.0 | 0.1 | 1 | -6 | 0.4
48) C=CCc1cc(Cl)ccc1OCCNCCCOC
 : 2 | 1 | 5 | -1.2 | -3.4 | 0.6 | -10 | 1 | x
49) COc1ccc(S(=O)(=O)N2CCCCC2c2cc(C(=O)NCc3ccccc3)no2)cc1 (stereo not given)
 : -3 | 0 | -1 | x | -3.0 | 0.0 | 29 | 3 | 0.7
50) CSCCC(NC(=O)c1ccco1)C(=O)OCC(=O)N(Cc1ccccc1)C(C)(C)C (stereo not given)
 : u | u | -1 | -0.2 | -5.2 | u | 12 | 0 | 1.9
51) Cc1cccc(/C=N/n2c(-c3ccncc3)n[nH]c2=S)c1
 : 1 | 3 | 21 | -0.9 | -0.5 | 0.3 | 0 | 0 | x
52) Cc1cccc(S(=O)(=O)N2CN(CC3CCCO3)c3nc4ccccc4nc32)c1 (stereo not given)
 : -1 | -5 | -15 | 0.1 | -4.1 | -0.5 | 16 | -3 | -0.1
53) COc1ccc(CNC(=O)CCSCc2ccccc2C)cc1
 : -1 | 1 | 9 | 2.6 | -4.9 | 0.2 | 17 | 2 | 0.2
54) O=C(c1ccc(C(F)(F)F)cc1)N1CCC(=O)N([C@H](COCc2ccc(Cl)cc2)Cc2ccccc2)CC1
 : 2 | -1 | 32* | x | x | 0.3 | x | 17 | -3.2

Part of the list above in order of length of the SMILES, largest number first.
Sequence of screens: Anthrax LF inh2 | BoNT F protease | CCHF vOTU inh | PfHsp40 rescue | FadD28 FP inh | BoNT-A LC inh2 | Y pestis TopoI | PrPC surface inh | TcdB GH inh
32) Cn1c(N)c(C(=O)COC(=O)/C=C/c2cccc(C(F)(F)F)c2)c(=O)n(C)c1=O
 : 5 | -2 | 5 | 1.6 | -2.1 | -0.4 | 1 | -2 | 2.7
49) COc1ccc(S(=O)(=O)N2CCCCC2c2cc(C(=O)NCc3ccccc3)no2)cc1 (stereo not given)
 : -3 | 0 | -1 | x | -3.0 | 0.0 | 29 | 3 | 0.7
50) CSCCC(NC(=O)c1ccco1)C(=O)OCC(=O)N(Cc1ccccc1)C(C)(C)C (stereo not given)
 : u | u | -1 | -0.2 | -5.2 | u | 12 | 0 | 1.9
43) COc1ccccc1NC(=O)C(C)n1cnc2c(oc3nc4c(cc32)CCCC4)c1=O (stereo not given)
 : -3 | 2 | 24 | -2.3 | -1.8 | -1.2 | 0 | -1 | -1.2
37) Cc1ccc(S(=O)(=O)/N=C(\Nc2cc(C)on2)c2ccc(Cl)cc2)cc1
 : -1 | -5 | 11 | 4.9 | -4.9 | -1.3 | 2 | 4 | 0.1
52) Cc1cccc(S(=O)(=O)N2CN(CC3CCCO3)c3nc4ccccc4nc32)c1 (stereo not given)
 : -1 | -5 | -15 | 0.1 | -4.1 | -0.5 | 16 | -3 | -0.1
41) N#CCCN(C(=O)COC(=O)CCC(=O)c1ccc(F)cc1)c1ccccc1
 : -1 | -2 | -16 | -0.6 | -1.7 | -0.2 | 5 | -4 | 1.4
31) COc1ccc(S(=O)(=O)Nc2ccc(N3CCOCC3)nc2)cc1
 : -4 | -12 | 9 | u | -0.2 | -0.2 | -7 | -4 | -3.0
51) Cc1cccc(/C=N/n2c(-c3ccncc3)n[nH]c2=S)c1
 : 1 | 3 | 21 | -0.9 | -0.5 | 0.3 | 0 | 0 | x
47) COCCNC(=O)C1(C)CCCN(Cc2cc3ccccc3o2)C1 (stereo not given)
 : -5 | -4 | 2 | x | -2.0 | 0.1 | 1 | -6 | 0.4
53) COc1ccc(CNC(=O)CCSCc2ccccc2C)cc1
 : -1 | 1 | 9 | 2.6 | -4.9 | 0.2 | 17 | 2 | 0.2
33) Cc1c(Cl)cccc1NC(=O)Nn1cnnc1
 : -2 | -2 | 2 | -0.7 | 1.0 | 0.7 | 4 | 3 | -0.2
38) CCCCC(=O)Nc1ccc2c(c1)OCCO2
 : 4 | 27 | -4 | 0.7 | -3.9 | 2.5 | 0 | -2 | x
